CHT PAM = CHT positive allosteric modulators, primary screen, cell-based, membrane potential dye, choline EC20 | High affinity choline transporter 1 (Homo sapiens), Q9GZV3 | CHT-expressing cells; active compounds read high; LV-AA mutant CHT in HEK293 cells | B-score at 10 µM | hit rate 0.49% among 310,000 | AID 488977, 2010;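 active = initial fluorescence not abnormally high and integrated response B-score, plate-corrected, over 3 SD above library mean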
Target sequence (Q9GZV3 whole entry, looked up): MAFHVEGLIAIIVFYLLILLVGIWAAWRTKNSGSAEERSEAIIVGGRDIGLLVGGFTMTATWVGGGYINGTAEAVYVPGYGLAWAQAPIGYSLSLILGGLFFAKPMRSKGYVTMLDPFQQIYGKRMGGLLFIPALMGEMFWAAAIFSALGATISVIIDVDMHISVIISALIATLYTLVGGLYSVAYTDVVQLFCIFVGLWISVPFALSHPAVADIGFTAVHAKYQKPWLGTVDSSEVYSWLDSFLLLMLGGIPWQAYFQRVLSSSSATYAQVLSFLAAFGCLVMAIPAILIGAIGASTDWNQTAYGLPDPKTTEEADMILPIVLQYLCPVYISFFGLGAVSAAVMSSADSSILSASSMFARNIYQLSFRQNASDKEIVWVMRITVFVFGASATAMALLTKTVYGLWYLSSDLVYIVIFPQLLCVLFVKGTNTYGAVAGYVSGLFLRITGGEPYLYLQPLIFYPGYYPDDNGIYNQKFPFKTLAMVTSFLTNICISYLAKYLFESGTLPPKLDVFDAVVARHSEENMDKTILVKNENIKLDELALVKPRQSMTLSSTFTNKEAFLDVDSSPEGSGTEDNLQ
STK33 kinase inh = inhibitors of purified STK33 kinase, primary screen, biochemical, ADP-Glo luminescence, homogeneous, cell-free. Serine/threonine-protein kinase 33 (Homo sapiens), Q9BYT3. MBP phosphorylation. inhibition, % at 10 µM. hit rate 0.073% among 320,000. AID 2661, 2010;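 active = inhibition at or above 25%, using the most active replicate where run in duplicate; inactive = inhibition below 25%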
Target sequence (Q9BYT3 whole entry, looked up): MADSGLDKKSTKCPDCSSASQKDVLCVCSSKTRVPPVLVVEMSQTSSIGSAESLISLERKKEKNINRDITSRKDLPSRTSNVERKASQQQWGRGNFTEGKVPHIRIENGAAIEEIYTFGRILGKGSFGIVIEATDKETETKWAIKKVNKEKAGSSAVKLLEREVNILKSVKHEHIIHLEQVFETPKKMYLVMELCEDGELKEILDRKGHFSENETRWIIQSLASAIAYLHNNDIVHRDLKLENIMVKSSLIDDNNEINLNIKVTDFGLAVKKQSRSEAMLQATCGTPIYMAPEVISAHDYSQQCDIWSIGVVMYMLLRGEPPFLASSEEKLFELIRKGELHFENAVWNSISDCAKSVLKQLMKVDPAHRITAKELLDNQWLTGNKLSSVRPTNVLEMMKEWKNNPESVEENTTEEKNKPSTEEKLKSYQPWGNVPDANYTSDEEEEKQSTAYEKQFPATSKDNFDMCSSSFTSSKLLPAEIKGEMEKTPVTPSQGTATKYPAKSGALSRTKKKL
CHT inh = inhibitors of human choline transporter CHT | CHT-expressing cells, membrane potential dye, choline response; active compounds read low | B-score at 10 µM | hit rate 0.86% among 310,000 | AID 488975, 2010;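 active = B-score over 3 SD under the library average, and starting fluorescence ratio not unusually high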;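 note: choline stimulus applied at its EC90 after an EC20 pre-addition; B-score computed on integrated fluorescence ratio after choline addition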
* = called active by the depositor; i = inactive; & = joins results of further samples.

SMILES	CHT PAM	STK33 kinase inh	CHT inh
CC(=O)Nc1cccc(NC(=O)C(=O)NCC(c2ccco2)N2CCc3ccccc32)c1 (stereo not drawn)	i	0.1	i
C=CCn1c(=NC(=O)CC)n(C)c2ccccc21	i	-2.4	i
CCCOC(=O)c1ccc(Oc2coc3c(CN(CC)CC)c(O)ccc3c2=O)cc1	i	-0.2	i
COc1ccc(Cc2noc(CN(C)CC(O)c3ccccc3)n2)cc1OC (stereo not drawn)	i	-1.3	-5.66*
COc1ccc2[nH]c(=O)c(CN(Cc3ccccc3)C(=S)NCC3CCCO3)cc2c1 (stereo not drawn)	i	0.4	i
CCO[C@H]1OC(C(=O)Nc2ccccc2)=C[C@@H](C)[C@@H]1CCCO	i	0.0	i
CCCn1c(SCC(=O)Nc2nnc(C(C)C)s2)nc2c1c(=O)n(C)c(=O)n2C	i	-0.2	i
CC1(C)C2CCC1(CS(=O)(=O)NCc1ccc(C(=O)O)cc1)C(=O)C2 (stereo not drawn)	i	1.3	i
CCNC(=O)NC1(C(=O)Nc2ccc3c(c2)OCCO3)CCCCC1	i	-1.1	i
O=[N+]([O-])c1ccc(N2CCN(c3nc(-c4ccc(Cl)cc4)cs3)CC2)cc1	i	0.4	i
CC1C(=O)Nc2ccccc2N1C(=O)c1ccc(F)cc1 (stereo not drawn)	i	-0.4	i
CCCCN(C)C(=S)Nc1ccc2nc3n(c(=O)c2c1)CCCCC3	i	-1.2	i
COc1ccc(OC)c(S(=O)(=O)n2nc(-c3ccccc3)cc2N)c1	i	-2.1	i
CCOc1ccc(OCCSc2nc3ccccc3[nH]2)cc1	i	-0.6	i
COc1ccc(SC[C@H](Cc2ccccc2)N2CCN(C)CCC2=O)cc1	i	-0.1	i
O=C(O)CCCCCNC(=O)CCn1nnc2ccccc2c1=O	i	-1.0	i
COc1ccc(CCNC(=O)C2CCC(=O)N(C3CC3)C2)c(OC)c1 (stereo not drawn)	i	-1.6	i
COCCCNC(=O)c1cccc(S(=O)(=O)N2CC3(C)CC2CC(C)(C)C3)c1 (stereo not drawn)	i	0.2	i
O=C(C1=C[C@@H](C2CCCCC2)C[C@@H](OCCCCO)O1)N1CCN(Cc2ccccc2)CC1	i	0.2	i
COc1ccccc1NC(=O)NC1CCS(=O)(=O)C1 (stereo not drawn)	i	-0.7	i
Cc1cc2nc3c(=O)n(CCc4ccccc4)c(=O)[nH]c3nc2cc1N	i	-1.2	i
COc1cc2c(cc1OC)CN(C(=O)CN(C)S(=O)(=O)c1ccc(NC(C)=O)cc1)CC2	i	-1.9	i
Cn1c(=O)c2c(ncn2CC(=O)N/N=C/c2ccc(Br)s2)n(C)c1=O	i	-0.8	i
COc1ccc(C2NC(=O)CCC2[N+](=O)[O-])cc1 (stereo not drawn)	i	2.0	i
CC1CCc2c(c3ccccc3n2C(=O)CCl)C1 (stereo not drawn)	i	-0.8	i
COCCn1c(=S)[nH]c2cc(C(=O)NCC3CCCO3)ccc2c1=O (stereo not drawn)	i	-1.2	i
NS(=O)(=O)c1ccc(CNC(=O)CCC2CCCCC2)cc1	i	-1.1	i
COCCC(=O)N1CCC(n2nccc2NC(=O)CCc2ccccc2)CC1	i	-0.8	i
O=C(Nc1cccc(Oc2c(F)c(F)c(F)c(F)c2F)c1)N1C[C@@H]2C[C@@H](C1)c1cccc(=O)n1C2	i	-2.2	i
O=C(c1cc(F)ccc1F)C1CCCN(Cc2cccn2-c2ccccn2)C1 (stereo not drawn)	12.7*	-0.9	i
COc1cc(OC)c(/C=N/NC(=O)COc2cccc3cccnc23)c(OC)c1	i	-0.5	i
COc1ccccc1Nc1c([N+](=O)[O-])cncc1[N+](=O)[O-]	i	-1.8	i
C=CCn1c(Cc2ccc(OC)cc2)nnc1SCc1nc2ccccc2c(=O)[nH]1	i	-0.2	i
CC(=O)Nc1sc2c(c1C(N)=O)CCC2	i	2.0	i
COC(=O)[C@H]1[C@H]2C[C@H]3c4[nH]c5ccccc5c4CCN3C[C@@H]2CC[C@@H]1O	i	-0.3&-2.5	i
CN1CCN(c2ccc(NC(=O)c3ccc4c(c3)OCO4)cc2)CC1	i	-1.7	i
CCc1c(C)nc(SCCOc2ccc(OC)cc2)[nH]c1=O	i	-0.4	i
Fc1ccc(-c2nnc(-c3ccc(Cl)cc3Cl)o2)cc1	i	-4.5	i
NS(=O)(=O)c1ccc(NCCCn2ccnc2)c([N+](=O)[O-])c1	i	-0.1	i
Cn1nccc1C(=O)NC1CCCc2c1cnn2-c1ccc(C(C)(C)C)cc1 (stereo not drawn)	i	-0.4	i
CCCN1CCN(CCCNC(=O)CN2C(=O)c3cccnc3Oc3ccc(C)cc32)CC1	i	0.3	i
Cn1c(=O)c2c(nc(NCCO)n2C)n(C)c1=O	i	-0.7	i
Cc1cc(S(=O)(=O)NCCC2=CCCCC2)ccc1Br	i	-1.2	i
O=C(Nc1cccc(C(=O)O)c1)/C(=C\c1ccco1)NC(=O)c1ccccc1Cl	i	1.3	i
COc1ccc(Cn2c(C)c(C)c(C#N)c2NC(=O)Nc2ccccc2)cc1	i	0.2	i
FC(F)c1nnc2ccc(Cl)nn12	i	3.4	i
O=C(NNC(=S)Nc1ccccc1)c1cc(-c2cccnc2)nc2ccccc12	i	0.7	i
CCOC(=O)CC1CCCCN1Cc1cn(C)nc1-c1ccc2c(c1)OCCO2 (stereo not drawn)	i	-0.9	i
Cc1ccc(OC(=O)CCN2C(=O)c3ccccc3C2=O)cc1C	i	-2.8	i
CC(=O)c1cnn(-c2cc(Oc3ccccc3C)ncn2)c1C	i	0.3	i
CC1CC(C)(C)NC(=S)N1CCCC(=O)N1CCN(c2ccccc2F)CC1 (stereo not drawn)	i	-1.0	i
Cc1oc(-c2ccccc2F)nc1CS(=O)(=O)CC(=O)N1CCN(Cc2ccccc2)CC1	i	-1.9	i
COC(=O)c1sc2ccccc2c1-n1cccc1C(=O)C(=O)Nc1ccc(OC)cc1	i	-0.3	i
CCN(c1ccccc1C(=O)O)S(=O)(=O)c1cccc2nsnc12	i	-1.5	i
O=C(Nc1cccc(Cl)c1)C1C2C=CC3(O2)C1C(=O)N(CCCN1CCCCC1)C3C(=O)NC1CCCCC1 (stereo not drawn)	i	-0.8	i
CCOC(=O)N1CCN(S(=O)(=O)CCNC(=O)c2cccc(OC)c2)CC1	i	1.2	i
O=C(ON=C1CCN(S(=O)(=O)c2ccccc2)CC1)c1ccc(Cl)cc1	i	0.3	i
COc1ccc(-c2nnc(SCc3cccc(C#N)c3)o2)cc1	i	0.0	i
Cc1ccc(C(=O)NCC(=O)OCC(=O)c2ccc3c(c2)NC(=O)CO3)cc1C	i	-1.1	i
CN1CCN(CC(=O)Nc2ccccc2Sc2ccccc2)CC1	i	-0.2	i

Record cards, from the list above. Order of values: CHT PAM	STK33 kinase inh	CHT inh
CN1CCN(CC(=O)Nc2ccccc2Sc2ccccc2)CC1 across the screens: i	-0.2	i
FC(F)c1nnc2ccc(Cl)nn12 across the screens: i	3.4	i
COc1ccc(-c2nnc(SCc3cccc(C#N)c3)o2)cc1 across the screens: i	0.0	i
O=C(ON=C1CCN(S(=O)(=O)c2ccccc2)CC1)c1ccc(Cl)cc1 across the screens: i	0.3	i
O=C(NNC(=S)Nc1ccccc1)c1cc(-c2cccnc2)nc2ccccc12 across the screens: i	0.7	i

The listing picks up with the 2 entries that preceded the break.
SMILES	CHT PAM	STK33 kinase inh	CHT inh
Cc1ccc(C(=O)NCC(=O)OCC(=O)c2ccc3c(c2)NC(=O)CO3)cc1C	i	-1.1	i
CN1CCN(CC(=O)Nc2ccccc2Sc2ccccc2)CC1	i	-0.2	i
CCSc1nnc(NC(NC(=O)c2ccco2)(C(F)(F)F)C(F)(F)F)s1	i	-0.6	i
N#CCC(=O)N/N=C/c1cn(Cc2ccc(Cl)c(Cl)c2)c2ccccc12	i	0.9	i
Cc1cc(C)c(S(=O)(=O)NCC(=O)NCc2ccco2)c(C)c1	i	-1.2	i
COc1ccc(CN(C)C(=O)c2ccc(OCC(=O)Nc3cccc(C(F)(F)F)c3)c(OC)c2)c(OC)c1	i	1.8	i
O=c1oc2c3c4c(cc2c(C(F)(F)F)c1CCN1CCOCC1)CCCN4CCC3	i	1.1	i
COc1ccc(NC(=S)N/C(=N/CS(=O)(=O)c2ccccc2)c2ccccc2)cc1	i	1.7	i
Clc1cccc(-c2noc3ncnc(Nc4ccc5c(c4)OCO5)c23)c1	i	-0.5	i
CC(=O)NCC(=O)OC(C(=O)c1ccccc1)c1ccc(Cl)cc1 (stereo not drawn)	i	-0.5	i
Cc1cccc(C)c1NC(=O)NCCSc1snnc1C	i	-0.6	i
O=C1OCC2=C1C(c1ccc(Cl)cc1)CC(=O)N2c1ccc(F)cc1 (stereo not drawn)	i	-0.3	i
N=C(N)Sc1nc(N2CCCCC2)nc(N2CCCCC2)n1	i	-2.4	i
CC1(C)CC(=O)C/C(=N\NC(=O)C2CC2c2ccccc2)C1 (stereo not drawn)	i	0.9	i
Cc1nc2ccccc2nc1OCc1ccccc1	i	-6.9	i
O=C(CSc1nc2cc(Cl)ccc2o1)N1CCOCC1	i	-2.2	i
Cc1cccc(NC(=S)N(CCCN2CCCC2)Cc2cccn2Cc2ccc(Cl)cc2)c1	i	-1.0	i
N#C/C(=C\c1c(N2CCN(c3ccccc3)CC2)nc2ccccn2c1=O)C(N)=O	i	-0.3	i
CN(C)CCN(C(=O)c1ccc2c(c1)CCCC2)c1nc2cc3c(cc2s1)OCCO3	i	-3.3	i
CCOC(=O)c1ccc(NC(=O)CSc2nnc(-c3cccs3)n2CC)cc1	i	-2.3	i
O=C(COc1ccc(Cl)cc1)Nc1ccc2[nH]ncc2c1	i	-0.8	i
Cc1cc(C(=O)NC2CC2)c2ccccc2n1	i	-3.6	i
CCn1c(=O)n(CC)c2cc(S(=O)(=O)N3CCCCC3)c(C)cc21	i	9.1	i
COc1ccccc1Nc1nn2c(=O)c3ccc(C(=O)N4CCC(C)CC4)cc3nc2s1	i	0.2	i
CCCC(=O)C1CCN(Cc2ccccc2)CC1	i	-1.0	i
CC(C)C(CCN1C(=O)CCC1=O)C1CCOC(C)(C)C1 (stereo not drawn)	i	1.1	i
Cc1ccc(Nc2ncnc3c2nnn3Cc2ccccc2)cc1	i	-0.6	i
CCc1c(C)nc2ncnn2c1Nc1ccc(C(C)=O)cc1	i	0.1	i
CCOC1CCc2c(C)nc(N)nc2S1 (stereo not drawn)	i	-0.6	i
NC(=O)c1ccccc1NS(=O)(=O)Cc1ccc(Cl)cc1	i	-0.9	i
COc1ccccc1CN1CCN(S(=O)(=O)c2ccccc2)CC1	i	-0.8	i
Nc1nonc1OCCc1ccccc1	i	1.2	i
Cc1cccc(CCN2C(N(C)C)=NC[C@@H]2CC(C)C)c1	i	-0.2	i
CCN(CC)S(=O)(=O)c1ccc(N2C(=O)CC2(/C=C/c2ccccc2)C(=O)NC2CCCC2)cc1 (stereo not drawn)	i	0.1	i
CCn1c(SCC(=O)NCc2ccco2)nc2c1c(=O)n(C)c(=O)n2C	i	-0.3	i
CCOc1cc(C2C(C(=O)c3ccc(C)o3)=C(O)C(=O)N2CCc2ccccc2)ccc1O (stereo not drawn)	i	0.8	i
Cc1ccc(N(C(=O)CNC(=O)c2ccco2)C(C(=O)NC2CCCC2)c2ccncc2)cc1 (stereo not drawn)	i	0.3	i
Cn1c(=O)c(C(=O)COc2ccc(F)cc2Cl)c(N)n(Cc2ccccc2)c1=O	i	1.2	i
NC(=O)c1nsc(C(=O)N(Cc2cccnc2)C(C(=O)NC2CCCCC2)c2ccc(F)cc2)c1N (stereo not drawn)	i	-1.2	i
O=C(Cn1ccc2ccccc2c1=O)NCCC(=O)N1CCN(C(=O)c2ccco2)CC1	i	0.1	i
Cc1cccc(N2CCN(C(=O)CCNS(=O)(=O)c3ccc4c(c3)oc(=O)n4C)CC2C)c1 (stereo not drawn)	i	-0.6	i
CC(C)C(=O)Nc1cc(S(=O)(=O)Nc2ccc(Cl)cc2)ccc1Cl	i	-2.1	i
CN(C(=O)COC(=O)c1ccccc1SCC(=O)N1CCCC1)c1ccccc1	i	-0.6	i
O=C(CCc1nc2ccccc2[nH]1)Nc1ccc2c(c1)OCCO2	i	-1.4	i
Fc1ccc(-c2ccnn2-c2ccccc2)cc1	i	-1.3	i
O=C(CN1C(=O)N/C(=C\c2ccccc2OCc2ccc(C(=O)O)cc2)C1=O)Nc1ccc(F)cc1	i	0.2	i
CC(=O)OCCCCCCCCCCC[N+]1(C)CCCCC1	i	-0.9	-8.28*

Filtered by structure, the entries above containing a thiophene ring, fused or not (four)
SMILES	CHT PAM	STK33 kinase inh	CHT inh
Cn1c(=O)c2c(ncn2CC(=O)N/N=C/c2ccc(Br)s2)n(C)c1=O	i	-0.8	i
CC(=O)Nc1sc2c(c1C(N)=O)CCC2	i	2.0	i
COC(=O)c1sc2ccccc2c1-n1cccc1C(=O)C(=O)Nc1ccc(OC)cc1	i	-0.3	i
CCOC(=O)c1ccc(NC(=O)CSc2nnc(-c3cccs3)n2CC)cc1	i	-2.3	i

Additional structures follow.
SMILES	CHT PAM	STK33 kinase inh	CHT inh
Cc1ccc(CNC(=O)C2CCN(S(=O)(=O)c3ccc4nc5c(c(C(=O)O)c4c3)CC(C)CC5)CC2)cc1 (stereo not drawn)	i	-0.6	i
CCOc1ccc(CCNC(=O)CN(C)S(=O)(=O)c2cccc3nsnc23)cc1OCC	i	0.3	i
NS(=O)(=O)c1cccc(NC(=S)NCc2ccccc2)c1	i	1.7	i
Cc1nc2c(cc1N)nc(C)n2Cc1ccccc1	i	-1.2	i

Assay outcomes deposited in PubChem BioAssay by several laboratories.
